# GC-A act: GC-A (human) enzyme activation | P16066 | HEK293 GC-A cells, cGMP TR-FRET, EC30 ANP; 0% at EC30 ANP, 100% saturating ANP | activation, % at 10 µM | 370,000 tested, 0.14% active | AID 1671463; in the data active means activation above about 40%
# GC-B act: GC-B (human) receptor activation. AID 1920062. P20594. activation, % at 10 µM. HEK293-GC-B cells, CNP EC30, cGMP TR-FRET; 0% at EC30 CNP, 100% saturating CNP. 370,000 tested, 0.11% active;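 active means activation at 10 µM reaching about 35% in either raw or pattern-adjusted values, limit read from the data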
# Target sequence (P20594 whole entry, looked up): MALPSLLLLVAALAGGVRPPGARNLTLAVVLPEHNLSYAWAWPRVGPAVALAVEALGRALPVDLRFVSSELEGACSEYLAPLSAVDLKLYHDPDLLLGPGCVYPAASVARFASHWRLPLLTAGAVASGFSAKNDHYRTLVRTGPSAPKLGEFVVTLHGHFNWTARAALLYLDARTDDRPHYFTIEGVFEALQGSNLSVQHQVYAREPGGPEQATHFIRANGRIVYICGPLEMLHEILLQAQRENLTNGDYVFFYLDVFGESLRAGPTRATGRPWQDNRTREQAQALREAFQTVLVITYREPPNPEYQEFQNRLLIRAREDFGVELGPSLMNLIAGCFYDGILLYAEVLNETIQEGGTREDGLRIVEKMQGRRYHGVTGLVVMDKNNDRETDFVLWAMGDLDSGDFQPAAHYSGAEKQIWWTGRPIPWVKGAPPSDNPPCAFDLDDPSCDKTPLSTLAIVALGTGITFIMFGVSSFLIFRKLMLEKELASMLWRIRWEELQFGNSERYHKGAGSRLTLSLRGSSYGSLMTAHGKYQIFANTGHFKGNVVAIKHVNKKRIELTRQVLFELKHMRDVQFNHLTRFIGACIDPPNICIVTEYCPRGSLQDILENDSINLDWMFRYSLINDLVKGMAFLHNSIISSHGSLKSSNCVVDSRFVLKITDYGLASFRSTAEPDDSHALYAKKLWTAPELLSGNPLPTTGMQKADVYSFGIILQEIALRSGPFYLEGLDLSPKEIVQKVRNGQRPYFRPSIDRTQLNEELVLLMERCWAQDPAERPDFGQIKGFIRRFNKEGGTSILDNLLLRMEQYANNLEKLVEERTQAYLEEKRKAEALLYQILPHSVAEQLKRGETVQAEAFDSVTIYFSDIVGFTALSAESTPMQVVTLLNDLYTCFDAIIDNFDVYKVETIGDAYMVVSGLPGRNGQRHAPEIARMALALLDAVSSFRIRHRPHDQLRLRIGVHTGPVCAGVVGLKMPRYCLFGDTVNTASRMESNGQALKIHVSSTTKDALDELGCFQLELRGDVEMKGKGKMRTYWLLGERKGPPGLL
# FXN GAA850 act: activators of GAA850 frataxin (FXN) promoter; HEK293 lucGAA850 FXN promoter luciferase reporter, 24 h; percent of 10 µM SAHA response; activation, % at 6 µM; 360,000 tested, 0.56% active; AID 540364;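 active means activation above the average of all compounds screened plus 3 SD, cutoff fixed separately per campaign, cut at about 7.5% in these data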;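 further: 0% = DMSO wells and 100% = 10 µM SAHA wells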
# NR0B1 inh: inhibitors of human orphan nuclear receptor DAX1 (NR0B1); inhibition, % at 6.75 µM; P51843; 340,000 tested, 0.99% active; HEK293 Gal4-DAX1 luciferase reporter, luminescence;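 active means inhibition above the mean over all tested compounds plus 3 SD, cut at about 4.2% in these data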;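 further: 0% = DAX1-transfected cells with DMSO and 100% = empty-vector control cells with DMSO; inhibition shows as a rise in luminescence from relieved DAX1 repression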
# Active calls of the source: *. This is a subset, so the mix of outcomes need not match the whole.
SMILES,GC-A act,GC-B act,FXN GAA850 act,NR0B1 inh
CCN(CC)S(=O)(=O)c1ccc(NC(=O)CSc2cccc[n+]2[O-])cc1,-1,4,-1.8,0.7
FC(F)(F)c1cccc(Cn2nnnc2-c2cc(Cl)cc(Cl)c2)c1,-7,-9,1.8,-0.6
COc1ccc(S(=O)(=O)NCCCCCC(=O)NCCCN2CCOCC2)cc1,4,-1,-2.4,-0.9
Cc1cc(C)nc(N(C#N)CN2C(=O)c3ccccc3C2=O)n1,4,1,0.7,1.7
COCCn1c(SCC(=O)Nc2nnc(C)s2)nnc1-c1c[nH]c2ccccc12,7,4,-1.2,-0.5
N=c1sc2ccccc2n1-c1ccccc1,-1,-8,1.4,1.6
Cc1ccc(C2C(=O)N(C3CCC(C)CC3)CC(=O)N2C2CC2)cc1 (stereo not drawn),0,-8,-1.9,0.7
N#C/C(=C\c1cc(Cl)ccc1O)C(=O)NC1CCCCC1,4,1,-1.6,0.0
Cc1nnc(SCC(=O)c2ccccc2F)n1Cc1ccccc1,2,4,0.8,-0.1
CCOc1ccc2nc(N3CCCCCC3)sc2c1,7,-1,2.6,2.8
O=C(NCc1cccnc1)C1CC(c2ccc(F)cc2)=NO1 (stereo not drawn),1,-3,1.7,0.8
CCSc1nnc(-c2ccc(S(=O)(=O)NCc3cccs3)cc2)o1,3,-1,0.0,-1.6
COC(=O)c1ccc(Sc2ccc(F)cc2)c(N)c1,10,9,4.2,0.3
CCCc1cc(=O)[nH]c(SCC(=O)Nc2c(C)cccc2C)n1,6,0,-2.5,0.5
N#Cc1c(NC(=O)c2ccncc2)sc2c1CCC2,-3,2,1.8,2.4
CCNC(=S)N/N=C/c1ccc(OCC(=O)Nc2ccc(C)cc2)cc1,16,32,-1.7,-0.6
CC12CCC(C(=O)Nc3ncc([N+](=O)[O-])s3)(OC1=O)C2(C)C (stereo not drawn),1,4,0.5,1.3
NC(=O)CSc1nnc(Cc2ccc3c(c2)OCO3)n1C1CCCCC1,-1,-4,-0.8,1.0
COc1cc(-c2ccccc2)nc(N)n1,1,-2,2.8,0.9
COc1ccc(N2CCN(C(=O)c3cn(C)c(=O)c4c3c3ccccc3n4C)CC2)cc1,-3,-4,0.0,1.9
COC(=O)c1ccccc1NC(=O)N[C@@H](C)C(=O)OC,5,6,-1.5,0.8
O=C(CSc1nnc2c(Cl)cc(Cl)cn12)N1CCOCC1,4,4,-2.7,-0.5
CCOC(=O)c1c(-c2ccc(OC)cc2)csc1NC(=O)CNCc1ccco1,0,-10,0.5,-1.6
O=c1[nH]c2cc3c(cc2cc1CN(CCO)S(=O)(=O)c1ccccc1)OCCO3,1,-1,3.2,2.6
CCOC(=O)N1CCN(CC(=O)c2ccc3c(c2)CCN3)CC1,0,2,-0.4,-0.2
COC(=O)CN(C(=S)Nc1ccccc1)C1CC(=O)N(c2ccc(OC)cc2)C1=O (stereo not drawn),4,-1,1.4,0.2
Cc1ccc(S(=O)(=O)NCC(=O)NC2CCCCCC2)cc1,3,1,-4.3,-0.6
COc1ccc(C(=O)N2CCCC(c3nc(-c4cc(OC)c(OC)c(OC)c4)no3)C2)cc1 (stereo not drawn),-13,-12,1.7,-1.1
O=C(CSCc1cccc(F)c1)N1CCN(c2ccccc2)CC1,-2,-2,4.6,1.4
Cc1cc(Nc2ccccc2)nc(N)n1,1,-3,2.6,-0.8
CCn1c(Cc2ccccc2)nnc1SCC(=O)Nc1cc(C)on1,2,-1,-1.3,-0.7
O=C(CSc1nnc2scc(-c3ccccc3)n12)Nc1nsc(-c2ccccc2)n1,6,0,-0.8,-0.9
O=C(NC1CCCc2ccccc21)C1CCCO1 (stereo not drawn),0,-3,0.8,0.7
COc1ccccc1-c1nc(C#N)c(N2CCN(c3cccc(Cl)c3)CC2)o1,-5,-8,-1.3,-0.1
O=C(OCC(=O)c1c[nH]c2ccccc12)c1ccc(Br)o1,1,-3,1.2,0.2
Cc1ccc2c(c1)NCC(C(=O)NC1CCCCC1)O2 (stereo not drawn),-3,-4,2.5,0.0
O=c1c2nnn(Cc3ccc(Cl)cc3)c2ncn1Cc1ccc(F)cc1,7,-4,-0.6,2.7
COc1ccc(-c2noc(C3CCCN(C(=O)c4ccccc4OC)C3)n2)cc1OC (stereo not drawn),-1,-5,2.3,-0.5
CCCCC(=O)Nc1ncc(Br)s1,-8,-10,1.6,0.1
CC1CCN(C(=O)C2CC(c3ccc(F)cc3)=NO2)CC1 (stereo not drawn),2,-3,5.2,0.1
O=C1C2C3C=CC(C3)C2C(=O)N1c1ccc2c(c1)CCC2 (stereo not drawn),3,-2,-2.4,0.6
N#Cc1c(N)nc2c(c1N)CC(=O)N2c1ccc(Cl)cc1,8,-11,1.6,0.8
O=S(=O)(NC1CCN(Cc2ccccc2)CC1)c1cccc2cccnc12,-3,-7,1.4,2.1
CCc1c(C)nc2ncnn2c1N1CCCC(C(=O)NCCc2ccccc2)C1 (stereo not drawn),4,2,3.6,-1.5
OC1=C(O)c2nc3ccccc3nc21,-17,1,0.4,0.0
CC(NC(=O)c1ccc(Br)s1)C1CCCO1 (stereo not drawn),-1,0,2.0,0.7
Cn1c(=O)c2cc(S(=O)(=O)NCCC(=O)NCCC3=CCCCC3)ccc2n(C)c1=O,-3,0,-5.2,0.5
CC(=O)Nc1ccc(NC(=O)CCC(=O)NCCO)cc1,3,3,-1.2,1.0

# Sorted by value in GC-B act (falling): some entries from above.
Structure | GC-A act | GC-B act | NR0B1 inh
OC1=C(O)c2nc3ccccc3nc21 | -17 | 1 | 0.0
Cn1c(=O)c2cc(S(=O)(=O)NCCC(=O)NCCC3=CCCCC3)ccc2n(C)c1=O | -3 | 0 | 0.5
O=S(=O)(NC1CCN(Cc2ccccc2)CC1)c1cccc2cccnc12 | -3 | -7 | 2.1
CCCCC(=O)Nc1ncc(Br)s1 | -8 | -10 | 0.1

# More results follow:
SMILES,GC-A act,GC-B act,FXN GAA850 act,NR0B1 inh
COc1ccc(OC)c(Nc2nc(N)nc(CSc3nnc(N)s3)n2)c1,-2,2,2.4,-0.9
CCOC(=O)c1c(C)nc(C)c(C(=O)OCC)c1-c1ccccc1,-1,-1,1.4,0.6
O=C(O)CC(C(=O)OC1CCCCC1)N1CCOCC1 (stereo not drawn),-2,1,-1.6,1.4
COc1cccc2c1OC[C@@H](CO)[C@H]2N(C)C(=O)Nc1ccccc1,5,0,-4.0,0.1
Cc1ccc(-c2nnn(CC(=O)N(c3ccc(F)cc3)C(C(=O)NC3CCCC3)c3ccco3)n2)o1 (stereo not drawn),0,-3,-1.0,0.2
CCOC(=O)C1C(=O)NC(SCC(=O)OC)=C(C#N)C1c1ccccc1OCC (stereo not drawn),0,1,-0.2,-0.2
COc1cc2c(cc1OC)CN(C(=O)CSc1nc(N)c(C#N)cc1C#N)CC2,1,6,-1.8,0.2
O=C(COc1ccc(Cl)cc1Cl)NNC(=S)Nc1ccc(F)cc1,0,0,6.6,0.5
CCCn1c(NCc2ccco2)nc2ccccc21,-3,-7,0.8,0.6
Cc1ccc(NC(=O)CCC(=O)NNC(=O)c2cccs2)cc1C,3,-2,0.5,1.0
CCOC(=O)c1c(C)[nH]c(C)c1C(=O)CSc1ncccn1,-1,-1,0.8,-0.8
COc1ccccc1C1C2CCCCC2(O)CCN1CC(=O)Nc1ccccc1 (stereo not drawn),-10,-6,-4.3,0.5

# Single records, from the list above. Screens in order: GC-A act | GC-B act | FXN GAA850 act | NR0B1 inh
# O=C(COc1ccc(Cl)cc1Cl)NNC(=S)Nc1ccc(F)cc1 as listed: 0 | 0 | 6.6 | 0.5
# CCOC(=O)c1c(C)[nH]c(C)c1C(=O)CSc1ncccn1 as listed: -1 | -1 | 0.8 | -0.8

# Further results follow:
SMILES,GC-A act,GC-B act,FXN GAA850 act,NR0B1 inh
O=C(c1cc2nc(-c3ccccc3)cc(C(F)(F)F)n2n1)N1CCOCC1,7,1,0.4,-0.3
C=CCNC(=O)CN(c1ccc(F)c(Cl)c1)S(C)(=O)=O,1,0,1.1,2.1
CCOc1ccc(CCNC(=O)Cn2c(=O)oc3ccccc32)cc1OCC,2,6,0.2,0.7
CCOC(=O)CSCc1cn2cc(Cl)ccc2n1,2,1,0.1,-0.3
Nc1ccc(C(=O)c2ccc3c(c2)OCCO3)cc1N,10,0,3.1,-0.5
O=C(Nc1ccccc1C(=O)O)c1ccc(NC(=O)c2ccc(Br)o2)cc1,1,4,-0.7,1.9
COc1ccccc1NC(=O)CSc1nccc(=O)[nH]1,6,-4,-2.0,0.0
Cc1c(NC(=O)c2cc(C(C)C)on2)c(=O)n(-c2ccccc2)n1C,5,-1,0.0,1.5
Cc1cccc(NC(=O)C2CCCN(c3nc(C)cc(C)n3)C2)c1 (stereo not drawn),4,-8,-1.5,-0.5
Cc1nc(NCC2CCCO2)c2nnn(Cc3ccccc3Cl)c2n1 (stereo not drawn),4,-1,5.6,1.0
CC1CN(S(=O)(=O)c2ccc(NC(=O)CCCN3C(=O)c4ccccc4C3=O)cc2)CC(C)O1 (stereo not drawn),-1,1,-1.7,0.6
CC(NC(=O)c1ccc(F)cc1)c1nc2ccccc2n1Cc1ccccc1F (stereo not drawn),-4,-1,-0.9,2.3
Cc1ncoc1C(=O)Nc1cccc(Cl)c1,-5,0,5.8,0.6
COc1ccc(CNC(=O)C2CCN(C(=O)N(C)C)CC2)c(OC)c1,2,0,0.8,0.1
Cc1sc2ncn(CC(=O)N(CC(=O)NC3CCCC3)Cc3cccs3)c(=O)c2c1C,-2,-3,-2.9,-0.4
COc1ccc(NC(=O)CSc2nc3sc(C)c(C)c3c(=O)n2Cc2ccco2)cc1,6,5,1.6,-0.1
S=c1[nH]nc(-c2ccc(Br)o2)n1Cc1ccccc1,-3,1,0.3,-0.2
O=C(NCc1cccs1)c1csc2ccccc12,9,-2,-1.1,-0.3
CCCNC(=O)Cn1cnc2sc(C(=O)Nc3cc(OC)c(OC)c(OC)c3)c(C)c2c1=O,-4,-10,-2.4,0.0
O=C(Nc1cccc2c1CCCC2)c1ccco1,-2,-1,-2.2,0.6
Cc1ccccc1OCC(=O)Nc1ccc2c(c1)Cc1ccccc1-2,2,0,1.3,0.1
O=C(OCc1ccccc1F)c1ccc2c(c1)-c1ccccc1C2=O,-3,-4,6.4,0.2
COc1ccc(C)cc1-n1nnnc1SCC(=O)Nc1cc(C)on1,-7,0,-1.1,-0.7
COC(=O)C1=C(C)NC(=O)CC1c1cccc(OC)c1OC (stereo not drawn),3,4,-0.9,0.0

# Overlap with the part before: 3 compounds, followed by the next part.
SMILES,GC-A act,GC-B act,FXN GAA850 act,NR0B1 inh
O=C(OCc1ccccc1F)c1ccc2c(c1)-c1ccccc1C2=O,-3,-4,6.4,0.2
COc1ccc(C)cc1-n1nnnc1SCC(=O)Nc1cc(C)on1,-7,0,-1.1,-0.7
COC(=O)C1=C(C)NC(=O)CC1c1cccc(OC)c1OC (stereo not drawn),3,4,-0.9,0.0
O=C(Cn1c(=O)n(Cc2ccco2)c(=O)c2c3c(sc21)CCCCC3)c1ccccc1,-9,-3,4.5,0.9
COc1ccc(CNC(=O)c2cccnc2Sc2ccc(Cl)cc2)cc1,5,-5,3.1,-0.9
O=C(NC1CCCCCC1)C1c2ccccc2C(=O)N1C1CC1 (stereo not drawn),3,0,1.7,0.2
O=C(O)c1cccc(S(=O)(=O)N2CCCC2)c1,4,0,0.1,0.3
CC(=O)c1cccc(NC(=O)NC2CCCCC2)c1,0,-4,-0.5,-0.7
CCC(=O)Nc1sccc1C(=O)OC,6,2,2.2,0.0
COc1cccc(-c2cc(C(=O)Nc3c(C)nn(Cc4ccccc4)c3C)no2)c1,7,-2,-1.1,-1.3
Cc1onc(-c2c(F)cccc2Cl)c1C(=O)N1CCc2ccccc21,-1,-6,-2.5,-0.8
Cc1ccc(Cn2nnc3c(=O)[nH]c(C4CCN(S(=O)(=O)c5ccccc5)CC4)nc32)cc1,-3,-5,-1.6,0.3
CCCCn1c(SCC(=O)N2CCOCC2)nnc1-c1cccs1,-1,-6,0.3,1.2
Nc1nc2ccccc2n1CCN1CCCC1,6,-4,0.9,-0.4
N#C/C(=C/c1ccc2c(c1)OCO2)C(=O)NCCc1c[nH]c2ccccc12,-4,3,-1.8,1.1
O=C(NCc1ccc(F)cc1)c1noc2c1CCCC2,0,-3,-0.6,0.3
CCC(CC)C(=O)Nc1c2c(nn1-c1ccc(OC)cc1)CS(=O)(=O)C2,-1,-2,0.6,0.3
Cc1noc(C)c1C(=O)OC(C(=O)NC1CCCC1)c1ccc(F)cc1 (stereo not drawn),-13,-13,0.5,0.7
COC(=O)CSc1nnc(CNC(=O)c2ccccc2OC)n1-c1ccc(OC)cc1,0,-9,2.0,-0.6
CCC(C)(C)n1nnnc1C(c1cc2cc3c(cc2[nH]c1=O)OCO3)N1CCCCC1 (stereo not drawn),-4,3,0.6,1.9
Cc1ccc(CNC(=O)CN2C(=O)C3(OCCCO3)c3ccccc32)cc1,-2,-7,-0.1,-1.2
CN(C)/C(CN1CCCCC1)=C1\N=C(c2ccccc2)OC1=O,5,-2,-2.9,0.8

# High-throughput results as filed in PubChem.
